Compound activity (PubChem BioAssay)
Fh CTSL1 inh: cathepsin L1 inhibition, PFM18AAP counter-screen; recombinant F. hepatica cathepsin L1, Z-Leu-Arg-MCA fluorescence; inhibition, % at 5.96 µM; actives 0.49% (n = 300,000);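 active = inhibition above the mean of all tested compounds plus 3 SD, set per screening campaign, cut at about 17% in these data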;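 also: 0% = plate median of test compound wells and 100% = 1 µM Z-Phe-Ala-diazomethylketone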
PP5 inh: inhibitors of human protein phosphatase 5 (PP5); purified PP5c, OMFP substrate fluorescence; AID 1987; actives 0.18% (n = 320,000); inhibition, % at 6.7 µM;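 active = inhibition above the campaign's mean inhibition across all tested compounds plus 3 SD, cut at about 9.5% in these data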;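 also: 0% = DMSO only and 100% = 100 µM cantharidin control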
Target sequence (P53041 whole entry, looked up): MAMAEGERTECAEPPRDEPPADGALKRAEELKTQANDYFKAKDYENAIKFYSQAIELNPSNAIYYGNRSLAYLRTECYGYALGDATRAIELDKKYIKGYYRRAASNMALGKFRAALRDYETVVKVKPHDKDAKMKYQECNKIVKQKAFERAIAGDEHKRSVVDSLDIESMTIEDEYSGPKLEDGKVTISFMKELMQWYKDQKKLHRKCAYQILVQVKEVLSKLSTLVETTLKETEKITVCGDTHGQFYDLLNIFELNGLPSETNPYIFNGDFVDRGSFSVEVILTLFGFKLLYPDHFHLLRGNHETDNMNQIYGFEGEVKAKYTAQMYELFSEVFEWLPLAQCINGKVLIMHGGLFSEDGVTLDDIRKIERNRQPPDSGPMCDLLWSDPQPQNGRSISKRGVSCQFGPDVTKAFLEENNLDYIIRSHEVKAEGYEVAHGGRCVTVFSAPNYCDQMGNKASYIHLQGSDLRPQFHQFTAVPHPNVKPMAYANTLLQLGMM
TPT1 inhibitor: C. albicans TPT1 enzyme inhibition | recombinant caTPT1, FP RNA substrate dephosphorylation | inhibition, % at 5 µM | actives 0.81% (n = 300,000);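 active = inhibition above the mean of all tested compounds plus 3 SD, set per screening campaign, cut at about 24% in these data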;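 also: plate controls were DMSO alone for no effect and ferristatin control at 100 nM for full effect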
procasp3 activ: activates human procaspase-3 | P42574 | recombinant procaspase-3 D3A, Ac-DEVD-pNA absorbance 405 nm | activation, % at 8.5 µM | actives 0.11% (n = 330,000);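 active = activation above the mean of all tested compounds plus 3 SD, cut at about 21% in these data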;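 also: 0% = DMSO alone and 100% = DMSO wells spiked with extra 5 µM PC-3 D3A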
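Assay system: Autoprocessing-dead procaspase-3 D3A mutant enzyme; also added: Ac-DEVD-pNA; doses: one concentration, 8.5 µM nominal, 0.8% DMSO; times: 1 h compound preincubation, 2 h substrate hydrolysis at 25 °C; technique: 405 nm absorbance of p-nitroaniline, reads at 0 and 120 min; measure: % activation between DMSO and enzyme-spiked controls; repeats: single replicate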
procasp7 counter: activates human procaspase-7, counter-screen for procaspase-3 activators; activation, % at 8.5 µM; actives 0.093% (n = 330,000); recombinant procaspase-7, Ac-DEVD-pNA absorbance 405 nm; D23A/D198A/D206A triple mutant, cannot self-cleave; scale: DMSO 0, 5 µM enzyme 100; AID 463210; P55210;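 active = percent activation above the screen-wide mean plus 3 SD, cut at about 25% in these data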
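Test system: Procaspase-7 triple mutant (PC-7 D3A). Also added: Ac-DEVD-pNA substrate, 400 µM as added. Schedule: 1 h enzyme–compound preincubation and 2 h substrate reaction, both 25 °C. Signal: p-Nitroaniline absorbance at 405 nm, read at 0 and 120 min. Control set: low DMSO alone, high DMSO plus 5 µM PC-7.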
core dimer inh: blocks dimerization of HCV core protein. AID 1899. inhibition, % at 5 µM. TR-FRET GST/Flag-core106 dimerization, 1536-well. actives 0.33% (n = 300,000);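 active = inhibition above the mean of all tested compounds plus 3 SD, set per screening campaign, cut at about 45% in these data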
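System – GST-tagged and Flag-tagged HCV core protein residues 1-106 · Repeats – one well for each compound · Technique – TR-FRET 671 and 617 nm emission · Doses – one concentration, 5 µM, in 0.5% DMSO · Times – 4 h, 22.5 °C incubation · Also added – Eu donor and XL665 acceptor anti-tag antibodies · Measure – percent inhibition of core106 dimerization signal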
PAFAH2 inh: PAFAH2 (human) inhibition; recombinant PAFAH2, FP-rhodamine activity probe, fluorescence polarization; Q99487; inhibition, % at 3.39 µM; actives 0.99% (n = 340,000);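 active = inhibition above the mean over all tested compounds plus 3 SD, cut at about 30% in these data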;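 also: inhibitors block probe labeling of enzyme so polarization drops; 0% = enzyme with DMSO and 100% = wells lacking PAFAH2 protein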
AHR act: human AHR activation. P35869. AHR-responsive luciferase reporter cells, luminescence. activation, % at 5 µM. actives 2.5% (n = 320,000); in the data active = activation above about 47%;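 also: 0% = vehicle wells and 100% = reference agonist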
PP1 counter: PP1-alpha (human) inhibition in PP5 counter-screen; AID 2235; inhibition, % at 6.7 µM; actives 0.9% (n = 320,000); P62136; purified PP1alpha, OMFP fluorescence;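 active = inhibition above the mean inhibition of all tested compounds plus 3 SD, computed separately for each screening campaign, cut at about 15% in these data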
Target sequence (P62136 whole entry, looked up): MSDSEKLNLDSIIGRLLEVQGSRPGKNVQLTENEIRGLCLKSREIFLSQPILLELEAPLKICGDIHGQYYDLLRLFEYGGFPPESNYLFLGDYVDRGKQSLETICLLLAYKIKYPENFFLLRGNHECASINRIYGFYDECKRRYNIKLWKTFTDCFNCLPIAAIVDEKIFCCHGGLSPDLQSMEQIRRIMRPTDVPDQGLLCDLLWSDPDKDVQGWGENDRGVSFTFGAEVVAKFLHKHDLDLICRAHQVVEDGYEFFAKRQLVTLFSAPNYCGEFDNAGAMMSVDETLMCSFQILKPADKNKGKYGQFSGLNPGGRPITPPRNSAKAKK
* marks the source's active call; other numbers are inactive results; / = not tested or not shown.

Screens in order: Fh CTSL1 inh, PP5 inh, TPT1 inhibitor, procasp3 activ, procasp7 counter, core dimer inh, PAFAH2 inh, AHR act, PP1 counter
1	O=C(c1ccco1)N1CCN(Cc2nnc(-c3cccc(Cl)c3)o2)CC1
  -1.2, 4.2, 0.8, 0.9, 5.6, -1.2, 18.6, 0.4, -0.2
2	COCCN1CCn2c(nc3cc(Nc4nnc(C)c5ccccc45)ccc32)C1
  -1.3, 1.9, 3.1, 7.4, 1.9, -1.5, 0.3, 3.9, -1.2
3	CCn1c(SCC(=O)Nc2nccs2)nnc1-c1ccc(C)cc1
  -0.9, 3.5, 1.3, 0.5, 0.9, -0.9, -1.5, -3.4, -4.5
4	CC1(C)N=C(SCC(=O)Nc2ccc(Cl)cc2)C(c2ccccc2)=N1
  -3.6, 0.6, -2.1, -2.0, 5.2, -7.8, -1.6, 8.9, 1.6
5	O=C(/C=C/c1ccc(OCc2ccccc2)c(OCc2ccccc2)c1)c1cccnc1
  2.8, 3.4, 0.3, -21.7, -17.3, 14.3, 1.9, 12.0, 13.5
6	Cc1c(Cl)c(-c2n[nH]c(=S)n2CC(C)C)nn1C
  4.5, 1.9, -5.1, -5.4, -9.3, -5.5, -3.7, 2.1, -1.4
7	O=C1Nc2ccccc2C(=O)N2C[C@@H](O)C[C@H]12
  6.1, -1.0, -2.5, 3.5, 3.8, -0.1, 3.6, -0.1, 0.3
8	Cn1cc(C(=O)Nc2ccc(Cl)cc2)c(C(F)(F)F)n1
  0.5, 2.8, 0.1, -0.1, 0.2, 7.3, -2.6, 107.4*, -2.9
9	CCOC(=O)c1cc2c(=O)n3cccc(C)c3nc2n(CCCOC)c1=NC(=O)c1cccnc1
  6.5, 1.3, 1.9, -5.8, -6.3, -0.1, -2.6, 1.8, -2.0
10	CCN(CC)C(=O)CN(c1ccc(Cl)cc1)S(=O)(=O)c1ccccc1
  -5.6, 3.3, 3.5, -7.6, 20.5, 2.1, 0.1, 0.1, -1.9
11	CCOc1ccc(-c2nc(C#N)c(NCC3CCCO3)o2)cc1 (stereo unspecified)
  5.7, 1.4, -3.3, -10.8, 10.2, -10.3, 1.5, 18.1, 1.5
12	N#CCSc1nc2scc(-c3cccs3)c2c(=O)n1CCc1ccccc1
  -0.8, 3.0, 0.7, 5.0, 2.4, 23.7, 0.1, 38.2, -4.1
13	CCN(C[C@H]1N[C@@](CC)(C(=O)OC)[C@H]2C(=O)N(Cc3ccccc3)C(=O)[C@@H]12)C(=O)c1ccc(F)cc1
  /, /, /, -2.7, 15.9, /, -1.0, -0.8, /
14	CS(=O)(=O)c1ccc(Cl)c(NC(=O)COC(=O)c2ccc(F)cc2Cl)c1
  -17.7, 1.1, -0.6, 1.5, 7.7, 0.0, 10.6, -0.8, -1.1
15	COC(=O)/C(=C\Nc1ccc(Cl)cc1Cl)NC(=O)c1ccc(Cl)cc1Cl
  9.3, -0.6, 0.7, 0.4, 1.9, 4.1, 5.6, 8.9, -2.8
16	CCN(C(=O)COC(=O)c1cc(S(=O)(=O)Nc2c(C)n(C)n(-c3ccccc3)c2=O)ccc1Cl)C1CCCCC1
  -1.9, -2.2, -0.7, -6.4, 8.1, 8.3, 3.9, -1.4, 2.1
17	Cc1cc(-c2ccccc2)nc(N2CCC(C(=O)NC(C)C)CC2)n1
  -4.9, -1.2, -6.8, 13.3, 2.4, 1.9, 0.6, 0.9, -5.9
18	Fc1ccc(C(c2nnnn2Cc2cccs2)N2CCN(C3CCCC3)CC2)cc1 (stereo unspecified)
  -2.7, -1.0, -1.5, 2.5, 8.8, -2.6, -1.4, -2.0, 0.0
19	COc1ccccc1CNC(=O)N1CCN(c2ccccc2C)CC1
  -6.4, 1.1, -0.9, 1.5, -4.5, 0.7, -5.9, 2.2, 4.1
20	CN=c1scc(-c2ccccc2F)n1/N=C/c1ccc[nH]1
  3.8, 1.6, 50.4*, -8.8, -0.9, -3.4, 1.7, -2.5, 7.0
21	Cc1ccc(CN(CC(=O)NCCc2ccccc2)C(=O)CCCC(=O)Nc2cc(C)on2)cc1
  -1.5, 3.6, 1.5, -1.6, 10.4, -2.7, 7.8, -0.2, -6.5
22	OCCC1CN(Cc2ccccc2-c2ccco2)CCN1C1CCCC1 (stereo unspecified)
  -0.9, 3.1, 0.5, 2.6, 2.4, 1.7, -0.3, -0.4, -4.6
23	Cn1cc(CN2CCN(c3ccc(Cl)cn3)CC2)c(-c2ccccc2F)n1
  -5.5, -1.4, 2.6, -8.0, -3.1, -3.5, -1.9, 1.1, 0.1
24	O=S1(=O)C=C(SCc2ccccc2)Nc2ccccc21
  11.3, -10.1, 0.9, -16.2, -5.2, 1.2, -1.5, 8.9, 4.4
25	COc1ccc(OC)c(NC(=O)c2ccc(-c3cccs3)cc2)c1
  4.0, -0.7, 2.7, 2.4, -3.9, 1.4, -3.4, 75.8*, 0.8
26	CS(=O)(=O)N(CC(=O)NCc1ccccc1Cl)c1cccc([N+](=O)[O-])c1
  0.7, -1.0, 1.3, 2.4, -8.2, 2.6, 0.1, -1.2, -5.3
27	Cc1c(C(N)=O)c(-c2ccccc2)nn1-c1ccccc1
  -6.0, -0.4, -0.2, 0.6, 11.5, -3.1, -5.8, 0.7, -2.2
28	COc1ccc([C@H]2/C=C\CN(S(=O)(=O)c3ccc4ccccc4c3)[C@@H](C)C(=O)N2Cc2ccc(F)cc2)cc1
  -4.7, 3.3, 1.7, 11.5, 9.8, 9.3, -5.4, 4.1, 7.2
29	O=C(CNC(=O)c1ccccc1O)N/N=C/c1ccccn1
  0.9, 2.1, -0.9, 12.8, 2.5, -4.4, -9.5, 10.7, -2.5
30	NC(=O)COC(=O)/C=C/c1cccc(Br)c1
  -1.9, -0.9, -0.2, -4.5, 8.6, 1.9, -1.1, -1.0, -4.6
31	CCn1nc(C(=O)NNC(=O)c2ccccc2OCc2c(C)noc2C)c2ccccc2c1=O
  /, 4.7, /, -1.9, -5.9, /, -3.9, 0.4, 2.4
32	Cc1nnc(NC(=O)CSc2ccc(-c3ccco3)nn2)s1
  2.1, -1.9, 1.3, -7.6, -9.3, 8.8, 14.8, 1.8, -0.9
33	COC(=O)[C@]1(Cc2ccccc2)N[C@H](c2ccc(-c3ccc(OC)cc3)cc2)[C@@H]2C(=O)N(C)C(=O)[C@@H]21
  -4.1, 0.1, -4.3, 2.2, -6.3, -5.6, 2.4, -5.6, 3.3
34	Cc1ccc(C(c2nnnn2C(C)(C)C)N2CCC(C)CC2)cc1 (stereo unspecified)
  0.8, 1.9, 11.8, -0.9, 5.4, 2.0, 9.0, 4.7, -0.8
35	CCCCCCc1ccc(OCC(=O)O)cc1OCC(=O)O
  6.1, -0.8, -4.0, 0.5, 7.7, -3.2, 13.0, 4.5, 0.3
36	Cc1cc(C)c(OCCCCN(C)C)c(Br)c1
  2.0, -0.5, -1.2, 1.5, -2.1, -0.6, 2.9, 0.6, 1.2
37	N#CC12CCCCC1CC1CCCCC1(C#N)N2N (stereo unspecified)
  3.1, 4.0, 1.0, -4.1, -7.9, -1.0, -3.0, 0.4, -7.5
38	COCCNC(=O)C1CCN(C(=O)c2cc3sccc3n2Cc2ccc(F)cc2)CC1
  -0.1, 0.3, -2.2, 10.0, -2.2, 4.7, -5.2, -1.9, -3.8
39	Cc1cc(NCc2ccccc2)nc(N2CCOCC2)n1
  -1.4, 2.2, 3.2, 4.0, 4.1, -8.8, -0.2, 11.8, -4.7
40	C=CCOc1ccc(C=Nc2ccc(OC)cc2)c(O)c1
  4.1, 0.1, -3.5, -4.8, -2.8, -2.9, 1.7, 0.3, 0.8
41	Cc1ccc(CNc2nc3ccc(C)cc3n3cnnc23)cc1
  3.5, 2.9, -0.1, -2.2, 0.7, -0.1, -6.3, -2.0, 2.5
42	COCCn1c(SCC(=O)NCc2ccco2)nc2cccnc21
  -1.9, -2.1, 0.4, -3.4, 9.3, 11.1, 7.9, 0.6, -2.4
43	COc1ccc(CCC(=O)Nc2nnc(C)s2)cc1
  -2.7, 0.7, 1.4, -3.6, 6.2, 0.9, /, 0.4, 1.2
44	O=C(COC(=O)c1ccccc1SCC(=O)N1CCCC1)NC1CCCCC1
  -0.7, 0.9, -0.1, -8.5, -1.4, -1.6, 82.5*, 2.0, -3.5
45	Cc1cc(S(=O)(=O)NCCN2CCOCC2)c(C)s1
  -1.7, 6.7, 3.4, 0.2, 4.3, 1.8, -1.2, 0.2, -1.4

Some of these compounds in order of the core dimer inh value, high to low:
| No. | smiles | PP5 inh | TPT1 inhibitor | procasp3 activ | core dimer inh | PAFAH2 inh | AHR act |
| --- | --- | --- | --- | --- | --- | --- | --- |
| 42 | COCCn1c(SCC(=O)NCc2ccco2)nc2cccnc21 | -2.1 | 0.4 | -3.4 | 11.1 | 7.9 | 0.6 |
| 32 | Cc1nnc(NC(=O)CSc2ccc(-c3ccco3)nn2)s1 | -1.9 | 1.3 | -7.6 | 8.8 | 14.8 | 1.8 |
| 39 | Cc1cc(NCc2ccccc2)nc(N2CCOCC2)n1 | 2.2 | 3.2 | 4.0 | -8.8 | -0.2 | 11.8 |

Next section
Screens in order: Fh CTSL1 inh, PP5 inh, TPT1 inhibitor, procasp3 activ, procasp7 counter, core dimer inh, PAFAH2 inh, AHR act, PP1 counter
46	CCSc1nnc(NC(=O)C(C)(C)C)s1
  -2.7, 0.1, -7.5, 2.2, 4.1, -3.4, 2.0, 14.4, -7.0
47	CCSc1nc2ccc(OC)cc2cc1C#N
  3.9, 0.0, -6.6, 1.4, 11.6, -18.8, 6.4, 23.5, -3.5
48	CC(=O)Nc1ccc(NC(=O)c2ccc(COc3ccccc3)cc2)cc1
  -0.6, 3.1, 1.0, 7.4, -4.2, 33.0, -10.0, 0.2, 0.2
49	Cc1ccc(SCc2cc(=O)[nH]c(N3CCN(Cc4ccc5c(c4)OCO5)CC3)n2)cc1
  0.4, -6.2, 0.5, -3.5, -4.0, -5.8, -0.3, 2.3, -6.2
50	CCn1c(C)cs/c1=N\S(=O)(=O)c1ccccc1
  -4.4, 1.7, 0.1, -3.7, -3.6, -0.9, 1.6, 2.1, -1.1
51	Cc1ccc(N2C(=O)[C@@H]3C(c4cccnc4)=NO[C@@H]3C2=O)c(C)c1
  2.5, -0.8, -2.2, 7.7, 7.9, -2.2, 7.2, -0.4, -5.8
52	CC(C)(C)C1CCc2c(sc(NC(=O)c3ccco3)c2C(N)=O)C1 (stereo unspecified)
  2.3, -0.3, 1.0, 3.0, 5.9, 18.4, -7.0, 0.9, 1.3
53	Cc1cccc(-c2nc3c(s2)CCc2onc(-c4ccc(Br)cc4)c2-3)c1
  -0.6, 2.8, 0.9, 6.7, -2.6, -11.7, 5.9, 3.9, 14.0
